From PubChem
Pf apPOL block = Pf-apPOL DNA polymerase inhibition; Recombinant Pf-apPOL, molecular beacon fluorescence, 1.5 h; inhibition, % at 10 µM; 0.25% of 210,000 active; AID 1794808
mHTT-CaM PPI inh = disrupts binding of mutant huntingtin to calmodulin; P42858; AlphaScreen His-mHTT/GST-CaM binding, luminescence; inhibition, % at 15 µM; 3.6% of 190,000 active;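 further: 0% = both proteins with DMSO and 100% = one protein alone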
Numbers without * were called inactive; nt = not tested or not shown; & = joins results of further samples. No stated cut-off is given here; in the data, active means inhibition above about 50%; inactive means the rest.

Start of the listing, in advance, six compounds:
SMILES	Pf apPOL block	mHTT-CaM PPI inh
Cc1ccc(CCNC(=O)c2csc3c2CCC(C)C3)cc1 (centres undefined)	-2.8	-13.6
O=C(Cc1cccs1)Nc1c2c(nn1-c1ccc(F)cc1)CSC2	6.8	41.3
CCCc1nn(-c2ccccc2Cl)c(C)c1C(=O)NC1CC1	5.3	-2.0
OC(COc1ccc(Cl)cc1Cl)CN1CCN(c2ccccn2)CC1 (centres undefined)	-15.9	18.5
Cc1ccc(S(=O)(=O)NNC(=O)CNC(=O)c2cc(C)cs2)cc1	-12.4	nt
CN1C(=O)c2ccc(NC(=O)COc3ccccc3[N+](=O)[O-])cc2C1=O	-2.9	2.8

This part in full, previewed entries included:
SMILES	Pf apPOL block	mHTT-CaM PPI inh
Cc1ccc(CCNC(=O)c2csc3c2CCC(C)C3)cc1 (centres undefined)	-2.8	-13.6
O=C(Cc1cccs1)Nc1c2c(nn1-c1ccc(F)cc1)CSC2	6.8	41.3
CCCc1nn(-c2ccccc2Cl)c(C)c1C(=O)NC1CC1	5.3	-2.0
OC(COc1ccc(Cl)cc1Cl)CN1CCN(c2ccccn2)CC1 (centres undefined)	-15.9	18.5
Cc1ccc(S(=O)(=O)NNC(=O)CNC(=O)c2cc(C)cs2)cc1	-12.4	nt
CN1C(=O)c2ccc(NC(=O)COc3ccccc3[N+](=O)[O-])cc2C1=O	-2.9	2.8
CSc1ccc(C2Nc3ccccc3C(=O)N2c2ccc(C)cc2)cc1 (centres undefined)	-1.9	-2.0
O=C1C2C3C=CC(C4CC34)C2C(=O)N1c1cccc(Cl)c1 (centres undefined)	-5.1	-5.0
O=C(CN1C(=O)CCCc2ccccc21)NCc1cccnc1	-0.1	-3.1
COc1ccc(N2CCN(S(=O)(=O)c3ccc(OC)c(OC)c3)CC2)cc1	-8.1	4.7
Cc1ccc(NC(=O)Cn2ccc3c(=O)[nH]ccc32)c(C)c1	21.3	-4.0
CCC(C)NC(=O)c1ccc(CSCc2ccccc2Cl)o1 (centres undefined)	-13.3	-7.0
CC(=O)Nc1nc(SCc2ccc(Br)cc2)n[nH]1	-6.0	0.3
CCNC(=O)c1nc(-c2oc3ccc(C)cc3c2C)no1	3.5	-10.6
COc1ccc(C(=O)N2CCN(c3cccc(C(F)(F)F)c3)C(=O)C2C)cc1 (centres undefined)	-0.7	-0.6
CC(C)CC(=O)NC(Cc1ccccc1)c1nnc(N2CCCC2)o1 (centres undefined)	-0.8	-4.2
O=C(NC1CC2CC1CN2C(=O)NCCc1ccccc1)c1cccs1 (centres undefined)	-1.5	-3.9
Cn1c(SCC(=O)OCc2ccccc2)nnc1-c1c[nH]c2ccccc12	-2.2	-8.8
O=C1OC(/C=C/c2ccc([N+](=O)[O-])cc2)=NC/1=C\c1cccs1	-0.6	1.0
O=C(NC1CCN(C(=O)C2CCC2)C1)C1CCC1 (centres undefined)	0.8	-1.0
CCN=C1SC(CC(=O)Nc2ccccc2C#N)C(=O)N1CC (centres undefined)	-14.4	-3.0
Nc1nnc(Sc2nc3cc(Cl)ccc3s2)s1	-7.6	nt
O=C(CCn1ccc(=O)[nH]c1=O)NCc1cc(-c2ccco2)on1	-1.7	-18.6
CC(C)(C)NC(=O)c1ccccc1NC(=O)c1ccccc1I	2.5	-10.3
CC(C)(C)C1CCC2(CC1)NC(=O)N(CC(=O)N1CCOCC1)C2=O (centres undefined)	2.3	3.5
FC(F)(F)c1cccc(CN2CCCN(c3ncccc3-c3nc(C4CC4)no3)CC2)c1	0.8	32.9
COc1ccc(CNC(=O)C2CCN(c3cncnc3N3CCN(C)CC3)CC2)cc1	-1.7	0.6
COc1ccc(N2CCN(CC(O)c3ccc(C)cc3)CC2)cc1 (centres undefined)	1.9	0.8
COCCOC(=O)c1c(C)oc2ccc(OCC=C(C)C)cc12	-9.1	-118.1
O=S(=O)(NCCNc1ncnc2scc(-c3ccccc3)c12)c1ccc(Cl)cc1	-0.3	nt
C=CCc1c(C)nc2nc(SCC(=O)Nc3ccc(CC)cc3)nn2c1C	-9.3	22.0
CC(Oc1ccccc1)C(=O)N1CCc2c(c(-c3nc(-c4ccccc4)no3)nn2C)C1 (centres undefined)	-2.1	7.8
Cc1ccccc1NC(=O)Cn1cnc2c(-c3ccccc3)csc2c1=O	-1.8	-8.5
CSc1cccc(NC(=O)N2CCC(c3cc(=O)n4nccc4n3C)CC2)c1	2.1	-8.4
O=S(=O)(c1cccc2nsnc12)N1CCN(C23CC4CC(CC(C4)C2)C3)CC1	-3.2&-4.8	1.0&-1.0
O=c1oc2ccc(Br)cc2cc1-c1nnc(-c2cccc(Cl)c2)o1	-1.8	6.0
O=c1oc2cc(OCc3ccc(Cl)cc3)ccc2c2c1CCCC2	4.0	-6.5
N#Cc1cc2c(cc1C#N)N1CCCc3cccc(c31)O2	-1.8	-24.0
COc1ccc(CNC(=O)c2cccc(N3CCNC(c4ccccc4)C3)n2)cc1 (centres undefined)	-12.4	28.1
O=C(CN1N=C(c2ccc(Cl)cc2)CCC1=O)NCCc1ccccc1	-11.3	10.0

Complete entries, quoted from the list. Values in the order: Pf apPOL block	mHTT-CaM PPI inh
Record of `O=C(CCn1ccc(=O)[nH]c1=O)NCc1cc(-c2ccco2)on1` → -1.7	-18.6
Record of `COCCOC(=O)c1c(C)oc2ccc(OCC=C(C)C)cc12` → -9.1	-118.1
Record of `Cc1ccc(CCNC(=O)c2csc3c2CCC(C)C3)cc1` (centres undefined) → -2.8	-13.6
Record of `CCNC(=O)c1nc(-c2oc3ccc(C)cc3c2C)no1` → 3.5	-10.6

Remaining list, next part
SMILES	Pf apPOL block	mHTT-CaM PPI inh
Nc1nccc(C=Cc2c(F)cccc2Cl)n1	-12.8&-0.2	nt
O=C(CN1CCN(C(=O)Nc2ccccc2)CC1=O)NCc1ccccc1	5.5	-6.7
CCOc1ccc(C2CC(c3cccs3)Nc3ncnn32)cc1OC (centres undefined)	-1.6	7.0
Cc1cc(C(=O)Nc2nnc(-c3cccs3)o2)no1	7.3	-0.9
Cc1cccc(NC(=O)c2cc3c(CO)cnc(C)c3oc2=Nc2ccccc2)c1	-2.6	8.0
COc1ccccc1-n1ccn2cc(-c3ccc(Br)cc3)nc2c1=O	-3.1	-2.4
Cc1cc(NC(=O)CSc2nc3ccccc3c(=O)n2Cc2ccc3c(c2)OCO3)no1	-2.5	1.0
Cc1ccc(S(=O)(=O)N(C)C2CC(C)(C)N(C)C(C)(C)C2)cc1	-0.4	-6.0
Cc1cc2n(n1)CCCN2C(=O)CCC(=O)N1CCN(c2ccc(Cl)cc2)CC1	0.4	23.7
CCCCN(C)Cc1c(O)ccc2c1OC(=Cc1ccccc1)C2=O	-8.5	-0.1
Cc1ccc(NC(=O)CN2C(=O)C3CCCN3C(=O)c3ccccc32)c(Cl)c1 (centres undefined)	-4.6	-10.9
O=C(O)C1C(C(=O)Nc2ccccc2F)C2C=CC1C21CC1 (centres undefined)	-1.4	-3.0
Cc1cccc(C2C=C(c3ccc(Br)cc3)Nc3ncnn32)c1 (centres undefined)	-6.9	-4.0
Cc1c(N2C(=O)CSC2c2ccccc2)c(=O)n(-c2ccccc2)n1C (centres undefined)	-5.6	-2.0
Cc1cccc(NC(=O)CSc2cn(CCNC(=O)c3ccccc3F)c3ccccc23)c1	1.7	11.0
Cc1ccc(N2C(=O)CC(Nc3ccc(C)c(C)c3)C2=O)c(C)c1 (centres undefined)	-1.4	10.8
COc1ccc(-c2ncc3c(n2)CCN(C(=O)Nc2cccc(C)c2C)C3)cc1	-6.4	-10.0
Cc1cccc(CN2CCCN(c3ncccc3-c3nc(C)no3)CC2)c1	-5.5	-6.0
O=C(NCc1cccc(C(F)(F)F)c1)C1CCCN(c2cnc3nccnc3c2)C1 (centres undefined)	-2.9	6.0
COc1ccc(C2/C=C\CN(S(=O)(=O)c3cccc4cccnc34)CC(=O)N2Cc2ccc(F)cc2)cc1 (centres undefined)	-3.8	30.9
NC(=O)C1CCN(CC(=O)Nc2ccccc2[N+](=O)[O-])CC1	34.6	3.0
COc1cccc(C(=O)N2CCN(c3ccccc3F)CC2)c1OC	1.2	-0.7
COc1ccc(Cl)cc1NC(=O)C(NS(=O)(=O)c1cccs1)c1ccccc1 (centres undefined)	-8.0	4.0
COc1ccc(CNC(=O)c2ccc(-c3ccnc(N4CCCCC4)n3)cc2)cc1	-0.9	-11.4
Cn1cc(CC(=O)NCc2cc(F)cc(F)c2)c2cccnc21	-1.5	-1.0
COc1ccc2cc3cc(C(=O)NCCN4CCN(Cc5ccccc5)CC4)oc3nc2c1	-6.3	0.0
Cc1cc(Br)ccc1NC(=O)CNS(=O)(=O)c1ccc(Br)s1	-2.3	-6.0
COc1ccc(C(=O)NCCC(=O)NCC(OC)OC)cc1OC	-2.3	3.0
Cc1cc(C2CCCN2C(=O)Cn2nc(C(F)(F)F)c3c2CCCC3)no1 (centres undefined)	-0.9	-0.7
O=C(CC1CCN(C(=O)c2ccccc2)CC1)NCc1ccco1	-8.1	-2.5
COC(=O)c1ccc(NC(=O)N2CCc3nc[nH]c3C2)cc1	-0.6	5.1
O=C(Nc1ccccc1F)c1cc2ccc(O)cc2oc1=O	-3.0	-29.0
Cc1cc(C)c(NC(=O)Nc2ccccc2)c(Cl)n1	-1.3	-1.0
O=[N+]([O-])C=Cc1cccc(Oc2ccccc2)c1	4.8	nt
CC1CCN(CC(O)COCC2CC3CCC2C3)CC1 (centres undefined)	0.4	-0.1
Cc1nc(OCC(=O)Nc2ccccc2C)c2ccccc2n1	-1.6	-0.6
O=C(NC1CCCC1)C(=O)N1CCN(C(c2ccccc2)c2ccccc2)CC1	-6.6	-11.4
CCOC(=O)N1CCN(Cc2cncc(-c3ccccc3)c2)CC1	-8.3	31.8
CCCCCCCNC(=O)C1CCCN(c2ncc(-c3ccccc3)cn2)C1 (centres undefined)	-3.2	-10.7
O=C(c1ccncc1)N1CCC(n2c(-c3ccco3)nc3cccnc32)C1 (centres undefined)	-3.6	-3.1
CC(NC(=O)Cc1cc(=O)[nH]c(SCc2cccc(Cl)c2)n1)c1ccccc1 (centres undefined)	46.1	-4.2
COc1ccc(NC(=O)CSc2nc3c(c(=O)n2-c2ccc(C)cc2)SCC3)cc1	-4.4	8.0
CCNC(=O)Nc1cccc(N2CCCN(Cc3cc(F)ccc3F)C2=O)c1	-3.3	9.3
c1ccc(-c2nnc(N3CCc4ccccc43)nc2-c2ccccc2)cc1	-4.8	nt
Clc1cncc(Cl)c1NN=CC1CC2C=CC1C2 (centres undefined)	-9.5	nt
CCc1ccc(CNC(=O)C2CCCN(S(=O)(=O)N3CC(C)CC(C)C3)C2)cc1 (centres undefined)	-9.7	-8.0
CCc1ccc(C(=O)N2CCN(C(C(=O)NC)C3CCCC3)CC2)cc1 (centres undefined)	0.4	5.1
CCC(C(=O)N1CCC(c2noc(-c3cccc(OC)c3)n2)CC1)c1ccccc1 (centres undefined)	1.6	-15.3
FC(F)(F)c1ccn(-c2ncnc3scc(-c4ccccc4)c23)n1	-5.9&3.2	nt
Cc1ccccc1CC1SC(=Nc2ccccn2)NC1=O (centres undefined)	2.8	4.0

Additional results.
SMILES	Pf apPOL block	mHTT-CaM PPI inh
O=S(=O)(NCc1ccc(-c2cccs2)s1)c1ccc(N2CCOCC2)nc1	-13.6	nt
O=C(C1=CN(c2ccccc2)c2cc(Cl)ccc2S1(=O)=O)N1CCCCC1	0.4	-8.6
Cc1noc(C)c1S(=O)(=O)N1CCC(CC(=O)NC2CCCCCC2)CC1	-4.6	-0.1
O=C1Nc2ccccc2C1(O)c1c[nH]c2ccccc12 (centres undefined)	0.0	-2.0
COc1cc(CN2CCN(C(=O)c3cc(OC)c(OC)c(OC)c3)CC2)c([N+](=O)[O-])cc1OC	1.4	11.0
O=C(CCNc1ccc(I)cc1)c1cccs1	2.4	-8.9
N#Cc1ccc(N=c2oc3ccc([N+](=O)[O-])cc3cc2C(N)=O)cc1	-1.6	0.0
CC(C)NC(=O)c1nn2c(C(F)(F)F)cc(-c3cccs3)nc2c1Br	1.3	-3.0
O=C1CCC(=O)N1CCSCc1cccc(C(F)(F)F)c1	-5.1	nt
CCOc1ccc(/C=C/c2nc(=O)c3ccccc3o2)cc1	-6.4&-0.8	12.0&5.2
CCOc1cccc(OCCCCN2CCCCC2)c1	-6.3	1.1
Cc1ccc(NC(=O)c2cccc(S(=O)(=O)N3CCCCC3)c2)cc1	-1.4	3.1
COc1cc2c(cc1OC)C(C(=O)NCc1ccccn1)C(c1cccnc1)N(C)C2=O (centres undefined)	-5.6	-6.0
O=C(c1cnccn1)N1CCN(Cc2nc3ccccc3n2Cc2ccccc2)CC1	-1.0	-7.7
O=C1CSC(c2ccc([N+](=O)[O-])cc2)N1c1ccc(Br)cc1 (centres undefined)	-1.6	16.0
O=[N+]([O-])c1ccc(N2CCCCC2)cc1NCc1ccco1	-2.9	24.4
Cc1ccc(/C=C2/SC(N3CCCCC3)=NC2=O)cc1	-4.7	7.0
O=c1c2nnn(Cc3ccccc3)c2ncn1-c1ccccc1	-3.7	2.0
O=C1CC(NC(=O)c2cc(-c3ccccc3)on2)CN1 (centres undefined)	-3.7	1.3
COC(=O)c1ccccc1NC(=O)CN1CCC(c2nc(-c3cccc(F)c3)no2)CC1	-5.5	-6.6
C=C(C)COc1ccc(/C=C(/NC(=O)c2ccccc2)C(=O)O)cc1OC	1.9	0.0
Cc1cc(C=Nc2ccc(-c3nc4ccccc4o3)c(O)c2)c(O)c([N+](=O)[O-])c1	-5.8	30.0
Cc1ccc(NC(=O)N2CCc3c(c(COc4ccccc4)nn3C)C2)cc1	-0.6	31.9
Cc1nn(-c2nc3ccccc3s2)c2c1C(c1ccccc1Cl)CC(=O)N2 (centres undefined)	-5.7	1.8
O=C(O)CN1C(=O)C(=O)C(=C(O)c2ccc([N+](=O)[O-])cc2)C1c1ccc(Br)cc1 (centres undefined)	0.8	2.4
O=S1(=O)N[C@H](Cc2ccccc2)COc2cccc(F)c21	-2.4	-2.9

Compounds as they come; 3.6% or so of the library scored in one or more.
